Screening data (PubChem)
PPC-1+TRAIL kill = compounds killing PPC-1 cancer cells with TRAIL present, primary screen, TRAIL potentiator project, ATPLite luminescence, uHTS. 220,000 compounds, 0.41% hits. PPC-1 cells + TRAIL, ATPLite viability luminescence. cell killing (% activity), % at 4 µM;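 active = cell killing above 50% in the first pass at 4 µM, then a duplicate retest at 5 µM averaging 50% or more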;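 also: plate controls were cells with TRAIL plus DMSO for no effect and medium-only wells lacking cells for full effect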
Furin inh = human furin inhibitors, primary screen, biochemical, fluorescence intensity. inhibition, % at 30 µM. P09958. 220,000 compounds, 0.061% hits. purified furin, fluorogenic substrate cleavage. AID 463115, 2010; in the data active = inhibition above about 25%; also: inactives centre near -15
Target sequence (P09958 108-714 limits assumed): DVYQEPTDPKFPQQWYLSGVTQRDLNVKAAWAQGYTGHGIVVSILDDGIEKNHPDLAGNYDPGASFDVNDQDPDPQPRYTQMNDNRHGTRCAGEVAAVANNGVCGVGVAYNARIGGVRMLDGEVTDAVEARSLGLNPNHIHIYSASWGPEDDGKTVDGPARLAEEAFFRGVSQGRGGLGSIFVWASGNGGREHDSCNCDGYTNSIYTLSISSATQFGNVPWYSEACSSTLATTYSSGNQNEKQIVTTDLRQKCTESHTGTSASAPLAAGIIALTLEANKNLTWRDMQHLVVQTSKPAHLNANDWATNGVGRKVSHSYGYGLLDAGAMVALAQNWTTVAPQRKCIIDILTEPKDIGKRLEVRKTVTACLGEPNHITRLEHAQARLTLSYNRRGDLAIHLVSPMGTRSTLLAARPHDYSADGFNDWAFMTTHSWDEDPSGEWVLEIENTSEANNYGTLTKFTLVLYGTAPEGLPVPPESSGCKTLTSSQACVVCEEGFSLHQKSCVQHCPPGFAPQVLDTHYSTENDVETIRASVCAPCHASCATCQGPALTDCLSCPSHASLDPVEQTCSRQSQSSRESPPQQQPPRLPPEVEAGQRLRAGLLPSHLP
TbHK1 inh = Trypanosoma brucei hexokinase 1 inhibitors, primary screen, biochemical, G6PDH-coupled NADH absorbance, MLSCN library; hexokinase 1 [Trypanosoma brucei]; recombinant TbHK1, G6PDH-coupled NADH A340; inhibition, % at 10 µM; 220,000 compounds, 0.11% hits; AID 1430, 2008;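 active = inhibition of 50% or more in the single-dose primary screen; inactive = inhibition below 50%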
TRPML3 ag = human TRPML3 channel agonists, primary screen, cell-based, HEK293 TRPML3-YFP, Fluo-8 calcium fluorescence, 3 µM; Mucolipin-3 (Homo sapiens), Q8TDD5; 100% = the carbachol control signal; activation, % at 3 µM; 220,000 compounds, 0.29% hits; AID 1448, 2008;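 active = activation above its plate's cutoff, the mean activation of the plate's test wells plus 3 SD, cut at about 12% in these data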;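 also: 0% = DMSO only wells and 100% = carbachol wells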
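Test system: HEK293 cells stably carrying human TRPML3-YFP; Doses: single dose, 3 µM final nominal compound, 0.3% DMSO final; Schedule: dye loading 1 h 37 °C then 30 min ambient, 125 s read; Technique: Fluo-8 calcium fluorescence; Benchmarks: high control carbachol 87 µM, low control DMSO.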
EBV gp42 block = Epstein-Barr virus gp42 inhibitors, primary screen, biochemical, uHTS, fluorescence polarization | Glycoprotein 42 (Epstein-Barr virus (strain AG876)), Q1HVG2 | Fluorescence polarization binding assay, mP read-out | inhibition, % (tested at 21.74 µM) | 220,000 compounds, 0.42% hits; in the data active = inhibition above about 50%
Target sequence (Q1HVG2 whole entry, looked up): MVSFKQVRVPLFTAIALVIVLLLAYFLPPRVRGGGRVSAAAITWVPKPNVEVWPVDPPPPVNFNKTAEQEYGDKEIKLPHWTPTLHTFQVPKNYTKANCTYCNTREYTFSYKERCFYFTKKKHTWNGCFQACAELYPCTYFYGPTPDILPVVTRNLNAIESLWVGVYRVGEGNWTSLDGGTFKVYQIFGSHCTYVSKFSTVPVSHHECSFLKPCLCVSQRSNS
Cl transport mod = KCC2 cotransporter modulators, thallium flux, primary screen, cell-based, HEK293 KCC2, FluoZin-2 fluorescence, MLSMR; Solute carrier family 12 member 5 (Homo sapiens), Q9H2X9; KCC2 cells, thallium flux FluoZin-2 fluorescence; B-score of Tl+ flux slope (higher = more flux/activation; lower = inhibition) at 10 µM; 190,000 compounds, 2.2% hits;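 active = thallium flux slope and its plate-corrected score both differing from the plate sample mean at a set confidence after two filtering rounds, in either direction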;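 also: slope of fluorescence scaled to starting intensity during 10 to 20 s after thallium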
Calpain2 inh = inhibitors of pig calpain II, primary screen, biochemical, fluorogenic peptide substrate, 1536-well | purified calpain II, 30 min | 220,000 compounds, 0.37% hits | AID 1236, 2008 | inhibition, % at 16 µM;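 active = inhibition above about 50%, limit read from the data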
TRPN1 ag = zebrafish TRPN1 channel agonists, primary screen, cell-based, HEK293, calcium fluorescence | transient receptor potential cation channel N1 (TRPN1/NompC), Danio rerio | activation, % at 3 µM | HEK293 zebrafish TRPN1-YFP, Fluo-8 calcium fluorescence; 100% = response to 87 µM carbachol | 220,000 compounds, 0.18% hits;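 active = activation above its plate's cutoff, the mean activation of test wells on that plate plus 3 SD, cut at about 19% in these data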;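 also: 0% = DMSO alone and 100% = 87 µM carbachol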
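Assay system: Zebrafish TRPN1-YFP in HEK293 cells | Incubation: Dye loading 1 h at 37 °C, then 30 min room temperature | Measured by: Kinetic Fluo-8 fluorescence, ex 470-495, em 515-575 nm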
thrombin 1536 = human alpha-thrombin inhibitors, primary screen, counter-screen for coagulation protease inhibitor project, biochemical, 1536-well, fluorogenic AMC substrate. 220,000 compounds, 0.26% hits. Prothrombin (Homo sapiens), P00734. inhibition, % at 5 µM. Boc-VPR-AMC fluorogenic substrate cleavage;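 active = inhibition at or above 40%; inactive = inhibition below 40%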;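 also: 0% = enzyme with no compound and 100% = wells without enzyme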
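System: human alpha-thrombin protein; Compound dosing: one concentration per compound, 5 µM, with 0.2% DMSO; Timing: reaction at room temperature; Technique: AMC fluorescence, 355/460 nm; Controls: enzyme without compound as high, wells lacking enzyme as low.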
* = called active by the depositor; · = no result given; [ ] = another dose, or the depositor's remark.

SMILES	PPC-1+TRAIL kill	Furin inh	TbHK1 inh	TRPML3 ag	EBV gp42 block	Cl transport mod	Calpain2 inh	TRPN1 ag	thrombin 1536
c1cn(CCCNc2ncnc3sc4c(c23)CCC4)cn1	-12	-11	0	0.3	5	-0.55	4	-0.6	-6
C/C(=N\NC(=O)C1COc2ccccc2O1)c1cccs1 (stereo not drawn)	1	-13[20 µM]	-5	0.3	8	0.24	1	-0.1	-2
CC(=O)c1ccc(N=Cc2c(O)n(-c3cc(Cl)ccc3N3CCOCC3)c(=O)c3ccccc23)cc1	20	-29[20 µM]	-15	0.7	-18	0.053	-91	-0.6	-5
COC(=O)c1ccc(N=Cc2c(C(F)(F)F)[nH]n(C)c2=O)cc1	8	-7	-6	0.8	-4	0.52	-12	-0.1	4
O=C(NC1CCCCC1)N1CCN(C(=O)c2ccco2)CC1	16	-5[20 µM]	0	-0.8	-11	·	-4	1.2	4
Clc1ccc(-c2nnc3cccc(Cl)n23)c(Cl)c1	5	-24[20 µM]	-1	-0.6	-7	-0.24	-21	-1.8	-2
COc1ccc(Cc2nnc(SCC(=O)NCC3CCCO3)o2)cc1 (stereo not drawn)	17	-19	4	-0.1	-3	-0.31	0	0.6	-2
COC(=O)Cc1csc(Nc2c(C)n(C)n(-c3ccccc3)c2=O)n1	2	-11[20 µM]	6	0.7	-20	-0.93	-6	1.4	0
Cc1ccc(C(=O)Nc2cccc(C(F)(F)F)c2)cc1Nc1ccccn1	4	-24	-8	·	-7	-0.82	-8	·	-2
C#CC(CO)N(CCN(Cc1ccccc1)C(C#C)CO)Cc1ccccc1 (stereo not drawn)	-2	-15[20 µM]	-15	-0.1	-10	-0.46	2	-1.4	-1
O=C(NNC(=S)Nc1ccc(F)cc1)c1ccccc1OC(F)F	9	-15[20 µM]	-8	0.1	1	0.33	-13	-0.7	-9
COc1ccccc1/C=C/C=N/NC(=O)c1cc(-c2ccc(C)o2)[nH]n1	14	-12	-41	-1.1	-12	-2.9	-23	-2.6	-1
O=C(Nc1cccc(NC(=O)N2CCN(c3ccccc3)CC2)c1)N1CCN(c2ccccc2)CC1	23	-22	1	0.5	-13	-0.62	-79	2.2	6
O=C(Nc1cccc(Cl)c1N1CCOCC1)c1ccc2c(c1)OCCO2	4	-18	7	1.1	-3	0.0024	-19	0.6	3
Cc1ccc(C(=O)NC(=S)/C=C2\N(C)c3ccccc3C2(C)C)cc1	11	-4	-5	0.4	-18	2.3	28	1.5	-3
O=C1C2C3C=CC(C3)C2C(=O)N1CCc1ccccc1 (stereo not drawn)	6	-27[20 µM]	1	1.2	0	0.16	19	-0.7	-5
CCOc1ccc(Nc2oc(-c3cccs3)nc2C#N)cc1	10	-10[20 µM]	-10	-0.3	-12	·	-34	-0.5	1
COc1ccc(-c2nc3ccccc3[nH]2)cc1	78*[5 µM]	-32[20 µM]	-4	-0.1	-8	0.068	-16	-0.5	8
O=C(CCc1ccccc1)Nc1ccccc1F	20	-8[20 µM]	-9	0.6	-14	0.034	4	0.1	0
COCC(C)n1c(C)cc(C(=O)CSc2nnc(N)s2)c1C (stereo not drawn)	-2	-25[20 µM]	-16	0.6	24	-0.069	-141	0.0	-2
OC(COCC(F)(F)C(F)(F)C(F)(F)C(F)F)Cn1c2ccccc2c2ccccc21 (stereo not drawn)	10	3	12	0.8	3	-0.3	30	1.3	1
CCOc1cc(C(=O)O)cc(Cl)c1OC	4	-22[20 µM]	0	0.3	-13	1.1	-29	0.4	5
CS(=O)(=O)N(CC(=O)Nc1ccc(S(=O)(=O)N2CCOCC2)cc1)c1ccccc1Cl	-14	-13	3	0.6	-5	·	23	4.7	-6
Nc1nc(N2CCN(C(=O)c3ccco3)CC2)nc2ccc(Br)cc12	12	-2	-3	0.8	0	-1.7	-6	2.0	·
NC(=O)COc1cccc(/C=N/NC(=O)c2ccc(-n3cccc3)cc2)c1	5	-14	-8	0.8	-23	0.0019	-7	1.3	-2

Arranged by molecular weight (smallest number first): part of the list above
SMILES	PPC-1+TRAIL kill	Furin inh	TbHK1 inh	TRPML3 ag	EBV gp42 block	Cl transport mod	Calpain2 inh	TRPN1 ag	thrombin 1536
O=C(CCc1ccccc1)Nc1ccccc1F	20	-8[20 µM]	-9	0.6	-14	0.034	4	0.1	0
Cc1ccc(C(=O)Nc2cccc(C(F)(F)F)c2)cc1Nc1ccccn1	4	-24	-8	·	-7	-0.82	-8	·	-2
OC(COCC(F)(F)C(F)(F)C(F)(F)C(F)F)Cn1c2ccccc2c2ccccc21 (stereo not drawn)	10	3	12	0.8	3	-0.3	30	1.3	1
O=C(Nc1cccc(NC(=O)N2CCN(c3ccccc3)CC2)c1)N1CCN(c2ccccc2)CC1	23	-22	1	0.5	-13	-0.62	-79	2.2	6

2 records drawn at random from the list so far:
SMILES	PPC-1+TRAIL kill	Furin inh	TbHK1 inh	TRPML3 ag	EBV gp42 block	Cl transport mod	Calpain2 inh	TRPN1 ag	thrombin 1536
O=C(CCc1ccccc1)Nc1ccccc1F	20	-8[20 µM]	-9	0.6	-14	0.034	4	0.1	0
COc1ccc(Cc2nnc(SCC(=O)NCC3CCCO3)o2)cc1 (stereo not drawn)	17	-19	4	-0.1	-3	-0.31	0	0.6	-2

Following part:
SMILES	PPC-1+TRAIL kill	Furin inh	TbHK1 inh	TRPML3 ag	EBV gp42 block	Cl transport mod	Calpain2 inh	TRPN1 ag	thrombin 1536
COc1ccc(CCNc2ccc(C(CC(N)=O)NC(=O)c3ccccc3)cc2[N+](=O)[O-])cc1 (stereo not drawn)	19	-32	-12	·	-45	-0.18	-10	·	-3
COc1ccccc1C1(O)CC2CCC(C1)N2S(=O)(=O)c1ccc(C(C)=O)cc1 (stereo not drawn)	-11	-14	-2	-0.2	-20	0.58	-19	0.7	-7
Cc1ccc(C(=O)NNc2ncnc3c2cnn3C)cc1	5	-24	-11	0.6	-12	0.017	-10	1.4	3
CCCC12CN3CC(C)(CN(C1)C3c1ccc3c(c1)OCO3)C2=O (stereo not drawn)	24	-13[20 µM]	7	0.5	-11	-0.0002	18	0.9	-4
Cc1ccc(S(=O)(=O)N2CCCC(C(=O)O)C2)s1 (stereo not drawn)	24	-18	5	3.2	-5	0.99	10	0.5	-4
Cc1cc(C)n(CC(O)COc2ccccc2)n1 (stereo not drawn)	7	-2[20 µM]	7	1.1	6	0.27	-1	0.4	2
CC1Cc2ccccc2N1C(=O)CCn1c(=O)sc2ccccc21 (stereo not drawn)	-16	-9	0	·	-5	-1.7*	22	·	-2
Cc1ccccc1-c1nc(CN2CCC(C(=O)NCCCN3CC(C)CC(C)C3)CC2)c(C)o1 (stereo not drawn)	19	-20	-4	0.9	7	0.19	-37	-0.9	-5
CC(=O)Nn1c(COc2ccccc2C)nc2ccccc2c1=O	-13	-20	2	-0.6	-19	1.9	-12	-0.6	5
CC(=O)Oc1ccccc1C1=NN(C(=O)/C=C/c2ccccc2)C(c2ccccc2)C1 (stereo not drawn)	26	5	-7	0.0	-214	-0.5	6	0.9	12
O=C(NC(Nc1nc2ccc([N+](=O)[O-])cc2s1)(C(F)(F)F)C(F)(F)F)c1ccccc1Cl	46	-9	-10	23*	1	0.81	-12	23*	-5
CC(C)OCCCNC(=S)N1CCC(C(=O)c2ccc3c(c2)OCCO3)CC1	-7	-15	3	0.9	-11	-1.1	-10	5.1	-3
CN1CCN(Cc2cccc(Oc3ccccc3)c2)CC1	3	-2[20 µM]	-2	0.4	-16	0.042	21	-0.7	10
O=C1/C(=C/c2cccs2)COc2ccccc21	8	-6	-12	0.1	2	0.11	17	-0.1	-10
COC(=O)CN1C(=O)C(C)=C(c2ccc(C)cc2)S1(=O)=O	-1	-16	0	0.2	-1	0.79	-11	-0.7	-2
CCOc1ccc(S(=O)(=O)Nc2cc(Cl)ccc2O)cc1	12	-14[20 µM]	5	1.0	-13	-0.32	25	0.6	-8
N#C/C(=C/c1ccc(OCc2ccc(C(=O)O)cc2)c(Br)c1)c1cccc(F)c1	-7	-15	-2	1.5	0	-1.7	9	0.2	-9
CCOc1ccccc1N1CN(C2CCCCC2)CNC1=S	2	-27	-5	0.0	-5	0.95	-16	-0.1	-13
COc1cc(/C=C/c2nnc3c4ccccc4ncn23)cc(OC)c1OC	20	-27	-31	-0.4	4	0.015	-205	3.1	-10
NC(=O)c1cc(NC(=O)c2cc(Br)c(Br)s2)cc(C(N)=O)c1	23	-17	-2	1.0	-2	-0.0076	-25	-0.1	0
O=C(Cc1ccccc1Cl)NCCCn1ccnc1	22	-3	26	0.9	-3	-0.58	49	1.9	-4
CCOC(=S)SCC(=O)Nc1ncc(C)s1	-6	-13	-7	-0.9	-11	-1.2	5	-1.1	1
CN(C(=O)c1cccc(C#N)c1)c1nnc(-c2ccccn2)s1	12	-23	-15	1.0	-8	·	-38	-0.6	0
Cc1cc(C)c2[nH]c(=O)c(CN(Cc3cccs3)C(=S)NCC3CCCO3)cc2c1 (stereo not drawn)	11	-36	0	0.5	12	-1.1	-48	0.8	-3
Cc1cccc2cc(CN(CC3CCCO3)C(=O)c3ccco3)c3nnnn3c12 (stereo not drawn)	·	-12	3	0.5	-6	·	-18	0.5	-3
CCCCNC(=O)CNC(=S)N(Cc1cc(OC)c(OC)c(OC)c1)C1CCCC1	6	-23	1	-0.2	-15	0.26	7	0.1	-4
COc1ccc(N2CCN(C(=O)c3ccc(Br)cc3)CC2)c([N+](=O)[O-])c1	-2	-13	-5	2.4	-11	0.055	20	2.2	-8
CC1CCN(C(=O)Oc2ccccc2)CC1	-10	-23	3	0.8	-8	0.72	4	-0.9	2

Compound profiles (already shown).
CCOc1ccc(S(=O)(=O)Nc2cc(Cl)ccc2O)cc1 across the screens: PPC-1+TRAIL kill: 12; Furin inh: -14[20 µM]; TbHK1 inh: 5; TRPML3 ag: 1.0; EBV gp42 block: -13; Cl transport mod: -0.32; Calpain2 inh: 25; TRPN1 ag: 0.6; thrombin 1536: -8
CC(C)OCCCNC(=S)N1CCC(C(=O)c2ccc3c(c2)OCCO3)CC1 across the screens: PPC-1+TRAIL kill: -7; Furin inh: -15; TbHK1 inh: 3; TRPML3 ag: 0.9; EBV gp42 block: -11; Cl transport mod: -1.1; Calpain2 inh: -10; TRPN1 ag: 5.1; thrombin 1536: -3
CCCC12CN3CC(C)(CN(C1)C3c1ccc3c(c1)OCO3)C2=O (stereo not drawn) across the screens: PPC-1+TRAIL kill: 24; Furin inh: -13[20 µM]; TbHK1 inh: 7; TRPML3 ag: 0.5; EBV gp42 block: -11; Cl transport mod: -0.0002; Calpain2 inh: 18; TRPN1 ag: 0.9; thrombin 1536: -4
